Screening data deposited in PubChem BioAssay by Small Molecule Screening Facility, UW Madison.
RMI-FANCM inh: blocks RMI1/RMI2 complex binding to FANCM MM2 peptide; 70,000 compounds, 0.58% hits; Fluorescence polarization, RMI core complex with F-MM2 peptide; hits give low values; FP signal (polarization) at 33 µM; in the data active means FP signal below about 40; further: inactives centre near 61; strong numbers were not always called active; unit not given here
Starred values were filed as active, the others as inactive; & = joins results of further samples. Not all compounds are listed; count on the stated rates, not on these rows.

molecule,RMI-FANCM inh
CSc1ccc(-c2noc(CSc3nc4ccccc4c(=O)n3Cc3cccs3)n2)cc1,112
O=C(CSc1nc2cc(Cl)c(Cl)cc2[nH]1)c1ccc2c(c1)OCO2,64
CCS(=O)(=O)N1CCc2ccc(NC(=O)c3ccc(OC)c(OC)c3)cc2C1,61
COc1ccc(-c2ccc(=O)n(CCCNC(=O)C3CCCC3)n2)cc1,68
Cc1oc(C(C)(C)C)cc1C(=O)NCc1csc2ccc(Cl)cc12,54
Cc1ccc(S(=O)(=O)NCCOc2ccccc2)c(C)c1,60
O=C(CSc1ccccc1[N+](=O)[O-])NNC(=O)c1sc2ccccc2c1Cl,57
CC(Oc1ccccc1F)C(=O)N1CCN(c2ccc3nnc(-c4ccco4)n3n2)CC1 (stereo not drawn),72
Cc1ccc(S(=O)(=O)NCC(c2ccco2)S(=O)(=O)c2ccc(F)cc2)cc1 (stereo not drawn),53
CCCc1ccc(S(=O)(=O)C[N+](=O)[O-])cc1,51
O=C(CSc1ncnc2c1oc1ccccc12)NCc1ccccc1,78
COc1ccc(CCS(=O)(=O)N2CCOC(c3ccccc3)C2)cc1 (stereo not drawn),75
CN1CCN(C(CNC(=O)c2ccc(Br)cc2)c2ccc(N(C)C)cc2)CC1 (stereo not drawn),57
C=CCn1c(SCC(=O)c2ccc3c(c2)OCCO3)nc2sc3c(c2c1=O)CCC3,77
Nc1nc(N2CCCC2)ncc1S(=O)(=O)c1cccs1,65

A portion from further up:
molecule,RMI-FANCM inh
COc1ccc(CCS(=O)(=O)N2CCOC(c3ccccc3)C2)cc1 (stereo not drawn),75
CN1CCN(C(CNC(=O)c2ccc(Br)cc2)c2ccc(N(C)C)cc2)CC1 (stereo not drawn),57
C=CCn1c(SCC(=O)c2ccc3c(c2)OCCO3)nc2sc3c(c2c1=O)CCC3,77
Nc1nc(N2CCCC2)ncc1S(=O)(=O)c1cccs1,65

Other results follow.
molecule,RMI-FANCM inh
O=C(CS(=O)(=O)c1cn(Cc2ccc(Cl)cc2)c2ccccc12)N1CCCc2ccccc21,67
O=C1c2ccc(O)cc2O[C@H](c2cc(O)c(O)c(O)c2)[C@H]1O,58
CS(=O)(=O)N1CCN(C(=O)Cc2csc(Nc3cccc(C(F)(F)F)c3)n2)CC1,56
CCOC(=O)/C(C#N)=C/c1ccsc1,50
CCc1cc(C(=O)c2ccc(OC)cc2)c(NC(=O)COc2ccccc2)s1,63
Cc1nc2sc(C)c(C)n2c(=O)c1NC(=O)c1c(F)cccc1Cl,66
CCOc1ccc(NC(=O)/C(=C\c2ccc(OC)c(OC)c2)NC(C)=O)cc1,67
O=c1[nH]cnc2ncccc12,71
C1=C(c2ccccc2)SC(c2ccccc2)=CC1=C1C=C(c2ccccc2)SC(c2ccccc2)=C1,55
Cc1onc(-c2c(Cl)cccc2Cl)c1C(=O)NCc1ccc2c(c1)OCO2,56
O=C(O)C1CCCN1c1ncnc2c1oc1ccccc12 (stereo not drawn),56
COC(=O)c1cc(OC)c(OC)cc1NS(=O)(=O)c1ccsc1C(=O)OC,55
O=C(COc1ccc2c(c1)OCO2)N1CCN(c2ccc3nncn3n2)CC1,67
O=C(Nc1ccc(I)cc1)N1CCCCC1,60
COc1ccc(-c2cn3c(C(=O)N4CCN(C/C=C/c5ccccc5)CC4)csc3n2)cc1,85

Three compounds out of the list, sorted by heavy-atom count, descending:
molecule,RMI-FANCM inh
O=C(CS(=O)(=O)c1cn(Cc2ccc(Cl)cc2)c2ccccc12)N1CCCc2ccccc21,67
O=C(COc1ccc2c(c1)OCO2)N1CCN(c2ccc3nncn3n2)CC1,67
O=C1c2ccc(O)cc2O[C@H](c2cc(O)c(O)c(O)c2)[C@H]1O,58

Continuation:
molecule,RMI-FANCM inh
CCOC(=O)NC(C#N)=C(Cl)Cl,62
CC(=O)C(N=Nc1ccc(Br)c(Cl)c1)=C(C)O,53
CCOc1ccccc1NC(=O)C(=O)NCC(c1ccc2c(c1)CCN2C)N(C)C (stereo not drawn),75
Cc1ccc(S(=O)(=O)NC(=O)NCCNc2ncnc3scc(-c4ccccc4)c23)cc1,46
O=C(CCCn1nc(-c2ccc(Cl)cc2)ccc1=O)Nc1ccccc1F,75
O=C(Cc1csc(Nc2ccc(F)cc2)n1)N1CCCC1,62
O=[N+]([O-])c1cccc(S(=O)(=O)NCCc2csc3nc(-c4ccccc4)nn23)c1,56
COCCOC(=O)C1=C(C)NC(SC)=C(C#N)C1c1ccccc1Cl (stereo not drawn),59
Cc1cccc(NC(=O)CN2CCN(Cc3nc4ccccc4[nH]3)CC2)c1C,60
Cc1ccc(NC(=O)Cc2cc(=O)[nH]c(SCc3ccc(F)cc3)n2)cc1C,66
O=C1CCc2cc(S(=O)(=O)NCc3ccco3)cc3c2N1CCC3,54
CN(C)/C=C/C(=O)c1ccsc1,55
COc1cccc(NC(=O)c2cnc(SCC(=O)Nc3nc4ccccc4s3)n(C)c2=O)c1,64
COC(=O)Cn1c(=NC(=O)c2ccc(C)cc2)sc2cc3c(cc21)OCO3,69
CCc1ccc(NC(=O)CSc2nc(-c3ccc(C)cc3)nc3c2Cc2c(CO)cnc(C)c2O3)cc1,57
CC(Nc1ncnc2c1cnn2C)C1CC2CCC1C2 (stereo not drawn),57
Cc1ccc2nc(C(F)(F)F)cc(OCCN(C)C)c2c1,67
O=c1ccc(-c2ccncc2)nn1CCNS(=O)(=O)c1ccc(F)cc1,66
Cn1nc2c(c1NC(=O)CCCSc1ccc(F)cc1)CCC2,63
Clc1ccc(SCc2nc3ccc(Cl)cn3c2Br)cc1,57
COC(=O)c1ccc(NC(=O)C(Br)C(Br)c2ccccc2)cc1 (stereo not drawn),88
NC(=O)c1ccc(C(F)(F)F)[nH]c1=O,52
Cc1cc(SCC#N)nc2ccccc12,72
Cc1ccc2nc(S/C=C/C(=O)c3ccc(Cl)cc3)[nH]c2c1,80
O=C(C(Cl)C(F)(F)F)N1CCCCC1 (stereo not drawn),62
O=C(NCCn1ncc2c(=O)n(Cc3ccccc3F)cnc21)c1ccc([N+](=O)[O-])o1,71
CC(=O)O[C@H]1C[C@@H](OC(C)=O)C(C)(C)C2C[C@@H](OC(C)=O)[C@@]3(C)C4=CC(=O)O[C@@H](c5ccoc5)[C@]4(C)CCC3[C@]21C (stereo partly drawn),59
CCOC(=O)c1c(NC(=O)c2ccc([N+](=O)[O-])o2)sc2c1CCN(C(C)=O)C2,63
Cc1cc(C(=O)N2CCN(c3nc4ccccc4s3)CC2)no1,57
Cc1ccc(S/C(=C/N(C)C)C(=O)c2ccc(C)cc2)cc1,56
CO[C@@]1(NC(=O)Cc2cccs2)C(=O)N2C(C(=O)O)=C(COC(N)=O)CS[C@@H]21,65&50&59
O=S(=O)(NCCOc1ccc2nnc(-c3ccccc3)n2n1)c1ccc(Cl)s1,63
COc1ccc(NC(=O)CCc2csc(NC(=O)c3ccc[nH]c3=O)n2)cc1OC,61
O=C(Cc1csc(SCc2ccc(Cl)cc2)n1)Nc1ccc2c(c1)OCCO2,81
COc1ccc(C(=O)NCCc2nnc3ccc(SCC(=O)NCc4ccccc4Cl)nn23)cc1,58
O=C(COc1ccccc1F)Nc1ccc2c(c1)N(C(=O)c1ccco1)CCC2,58
O=C(CN1C(=O)c2ccccc2C1=O)NCC1CCN(C2CCCC2)CC1,72
O=C(O)CSc1ccccn1,55
O=C(NCCn1ncc2c(N3CCN(c4ncccn4)CC3)ncnc21)C12CC3CC(CC(C3)C1)C2,63
COc1ccc(S(=O)(=O)Nc2ccccc2C(=O)Nc2nc3c(C)cccc3s2)cc1,62
CC(=O)N/C(=C\c1cnc(-c2ccccc2)[nH]1)C(=O)O,55
COCCN1CCCc2ccc(NS(=O)(=O)c3cc(C)c(C)cc3OC)cc21,60
C=C1C2=CC(=O)O[C@@H](c3ccoc3)[C@]2(C)CCC1[C@@]1(C)C=CC(=O)C(C)(C)[C@@H]1CC(=O)OC (stereo partly drawn),60
CC(C)Sc1cccc(C(=O)Nc2sc(-c3ccccc3)cc2C(N)=O)c1,75
O=C(CNS(=O)(=O)c1ccc2c(c1)OCCO2)N1CCOC(c2ccccc2)C1 (stereo not drawn),75
O=C(CCCSc1ccc(NC(=O)C2CC2)nn1)NCc1ccccc1Cl,70
Cc1cc(N)n(-c2nc(-c3ccc4c(c3)OCO4)cs2)n1,72
COC(=O)N1CCc2c(sc(NC(=O)c3ccc([N+](=O)[O-])s3)c2C#N)C1,61
N#Cc1nn(-c2cccc(C(F)(F)F)c2)c(=O)[nH]c1=O,51
CCSC(=O)NC1CCCCC1,54
Clc1ccc(CSc2ccc(-c3ccccn3)s2)cc1,62
CCCSc1nnc(NC(=O)c2ccccc2[N+](=O)[O-])s1,61
O=C(CSc1ssc(=S)c1-c1ccccc1)Nc1ccc(Cl)cc1,44
O=C1CC(c2ccc(F)cc2)Sc2nc(-c3ccccc3)c(-c3ccccc3)n21 (stereo not drawn),60
Cc1ccc(N2C(=O)CC(Sc3ccccc3C(=O)O)C2=O)c(Br)c1 (stereo not drawn),61
O=C(Nc1ccc(OCc2ccccc2)cc1)Nc1ccccc1Oc1ccccc1,59
O=c1nc(NCc2ccco2)ccn1-c1nc(-c2ccccc2)sc1-c1ccccc1,60
CCC(C)C1=CC(=Nc2c(C)n(C)n(-c3ccccc3)c2=O)C=C(C(C)CC)C1=O (stereo not drawn),50
OC1CCCN(Cc2ccccc2)C1 (stereo not drawn),56
CC(=O)Nc1ccc(C)cc1N=Cc1ccncc1,54

Carrying on:
molecule,RMI-FANCM inh
C#CC(C)(CC)OCC(O)CN1CCC(C(=O)OCC)CC1 (stereo not drawn),63
O=C(CSCc1csc2ccccc12)NCc1ccc2c(c1)OCO2,55
COc1ccc(OC)c(C2c3cccn3CCN2C(=O)Nc2c(F)cccc2F)c1 (stereo not drawn),54
CSc1nc2ccccc2c(=O)n1N,64
Nc1nc(SCc2nnc(SCC(=O)Nc3ccc(S(N)(=O)=O)cc3)n2-c2ccccc2)nc2sc3c(c12)CCC3,60
COc1cc(-c2noc(C3CCN(S(=O)(=O)c4ccccc4)CC3)n2)ccc1OC(C)C,92
Cc1ccc(NC(=O)CCSc2ccc3ccccc3n2)cc1,77
O=C1CNC(=S)N1CC1CCCO1 (stereo not drawn),58
O=C(NCCC1=CCCCC1)Nc1ccc(OC(F)(F)F)cc1,60
O=C(Nc1ccc(-c2cn3c(n2)SCC3)cc1)c1ccc(Br)o1,78
COc1cccc(C2=NN(C(=O)CNCCO)C(c3cn(-c4ccccc4)nc3-c3ccccc3)C2)c1 (stereo not drawn),62
Cc1cc(C)n(S(=O)(=O)c2ccc(Cl)c(C)c2)n1,61
Nc1ccc(Oc2cccc(Oc3ccc(N)cc3)c2)cc1,52
CCCn1c(=NC(=O)c2ccc(C#N)cc2)sc2c(C)cc(C)cc21,65
CC(C)CCN1C(=O)C(C)(C)COc2ccc(NS(=O)(=O)Cc3ccccc3F)cc21,66
Cc1nnsc1C(=O)N1CCN(c2ccc([N+](=O)[O-])cc2-n2c(C)ccc2C)CC1,51
CC1CCCN(S(=O)(=O)c2ccc(C(=O)Nc3nnc(Cc4cccs4)o3)cc2)C1 (stereo not drawn),69
O=C(COc1ccccc1)NCCOc1ccccc1,62
COc1cc2nc(NC(=O)c3ccco3)sc2cc1OC,52
Cn1nccc1-c1cc(Cl)cc(Cl)c1O,63
O=S(=O)(c1ccc(Oc2ccccc2Cl)cc1)N1CCCC1,54
CC12C(=O)OC(=O)C1(C)C1CCC2O1 (stereo not drawn),63
CC(C)NC(=O)CSc1nc2c(-c3ccccc3)c[nH]c2c(=O)n1C,79
Cn1nc(C(F)(F)F)cc1OC(=O)c1ccccc1Cl,63
Cc1cc2cc(CNC(=O)NC3CCCCC3)ccc2n1C,57
O=C(NCCN1CCN(c2ccccc2)CC1)C(=O)c1cn(CC(=O)N2CCCC2)c2ccccc12,59
O=C(CC1CCCCN1S(=O)(=O)c1ccccc1)Nc1ccccc1Cl (stereo not drawn),69
NC(=O)Cc1csc(N)n1,62
Cc1cccc(CC(=O)Nc2ccc(C)c(N3CCCCC3=O)c2)c1,54
CCOC(=O)c1ccc(NC(=O)CS(=O)(=O)c2ccccc2)cc1,52
COC(=O)c1sc(-c2ccc(Cl)cc2)cc1NC(=O)c1cc(C)nn1C,57
NC(=O)c1ccccc1OCCCN1CCN(c2ccccc2)CC1,63
Cc1c(COC(=O)c2ccccc2)sc2ccccc12,64
CCOC(=O)c1cc(=O)c2ccc(OC(=O)c3sc4ccccc4c3Cl)cc2o1,43
O=C(CSC(Cc1ccc(Br)cc1)C(=O)O)Nc1ncc(Cc2ccccc2)s1 (stereo not drawn),58
c1ccc2[nH]c(N3CCOCC3)nc2c1,60
CCC(=O)Nc1ccc(SCC(=O)NCc2cccs2)nn1,59
Cc1ccc(S(=O)(=O)c2ccc(C(=O)Nc3cccc(C)c3C)cn2)cc1,64
O=C(Nc1nc(-c2cc([N+](=O)[O-])cs2)cs1)c1ccc(S(=O)(=O)N2CCOCC2)cc1,72
CCC(=O)Nc1ccc(S(=O)(=O)NCC2CCN(Cc3cccs3)CC2)c(C)c1,76
COC(=O)c1ccccc1SC(=O)c1cnc2n(c1=O)CCS2,52
Cc1cc(NC(=O)c2ccc([N+](=O)[O-])o2)n(-c2nc3c(cnn3-c3ccc(F)cc3)c(=O)[nH]2)n1,63
CCOC(=O)C1CCN(C(=O)c2sc(-c3ccc4c(c3)CCO4)nc2C)CC1,57
